From PubChem
Statin myotox sup: suppressors of simvastatin-induced myotoxicity in C2C12 myotubes | ATP luminescence, 48 h; scaled: DMSO 0, geranylgeraniol control 100 | rescue of ATP level, % at 7.49 µM | hit rate 0.78% among 330,000;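 active = mean ATP rescue above about 67%, or every replicate alone reaching that limit, limit read from the data, passing the limit was not always enough; inconclusive = no clear call, values can overlap the other calls; inactive = mean under the limit and some replicate under it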;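 also: myotubes were challenged with 10 µM simvastatin during compound exposure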
miR-122 sensor: inhibitors of miR-122 in Huh7 cells | hit rate 0.3% among 340,000 | activation (reporter increase), % at 12.5 µM | AID 602342 | Huh7 miR-122 Renilla luciferase sensor, 48 h; neutral wells = 0, positive control = 100;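 active = mean replicate activation score at least 90 and every replicate individually at or above 90; inconclusive = only one of the two criteria met; inactive = neither criterion met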;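 also: higher luciferase means less miR-122 activity so hits act as miR-122 inhibitors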
SIRT5 inh: blocks human SIRT5 desuccinylation of peptide. Q9NXA8. Purified SirT5, succinyl-peptide AMC, trypsin-coupled fluorescence. inhibition, % at 15 µM. hit rate 1.1% among 330,000; in the data active = inhibition above about 15%; inconclusive = no clear call, values can overlap the other calls
Target sequence (Q9NXA8 whole entry, looked up): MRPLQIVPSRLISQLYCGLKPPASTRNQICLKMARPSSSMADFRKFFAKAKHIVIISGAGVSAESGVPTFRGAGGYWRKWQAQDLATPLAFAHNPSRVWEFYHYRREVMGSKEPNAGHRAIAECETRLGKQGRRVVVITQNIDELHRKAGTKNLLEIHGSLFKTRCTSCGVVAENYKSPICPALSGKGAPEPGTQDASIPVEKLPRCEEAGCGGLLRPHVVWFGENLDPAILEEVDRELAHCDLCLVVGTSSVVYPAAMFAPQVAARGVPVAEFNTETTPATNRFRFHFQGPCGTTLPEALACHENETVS
Cneo AK release: causes C. neoformans cell lysis; adenylate kinase release luminescence, 4 h; normalised: neutral wells 0, clomiphene wells 100; lysis activity, % at 15 µM; hit rate 0.2% among 360,000; AID 651654;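 active = mean lysis activity across replicates of at least 80%, whatever share of replicates individually reach that level; inactive = mean lysis activity below 80%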
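Assay system: C. neoformans cells. Amount: yeast cell density of 5 × 10^6 cells/mL. Technique: AK luminescence. Buffer or medium: YPD. Times: static 4 h at 37 °C with compound, 1 h detection. Dosing: single-point compound dose. Read-out: lysis from increased AK signal.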
esBAF inh: blocks esBAF chromatin remodeling in mouse ES cells; Bmi1-luciferase knock-in reporter, 24 h; 100% = twice the neutral-well signal; reporter increase, % at 12.5 µM; AID 602393; hit rate 2% among 350,000; in the data active = activation above about 40%; inconclusive = no clear call, values can overlap the other calls;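 also: 0% = median of the plate's neutral control wells and 100% = double that signal; a rise in the Bmi1 reporter signal indicates esBAF inhibition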
ARNT-TACC3 inh: disrupts binding between human ARNT and TACC3 | Q9Y6A5 | AlphaScreen His-ARNT PAS-B/GST-TACC3 binding, luminescence; TACC3 fragment carries E629A point mutation | inhibition, % at 9.99 µM | hit rate 0.66% among 390,000 | AID 623870;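 active = mean inhibition of replicates at least 50% and at least half of replicates each reaching 50%; inconclusive = half or more replicates reach 50% but mean below 50%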;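 also: 0% = complete ARNT plus TACC3 wells and 100% = ARNT alone without TACC3; many hits fall short of the cut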
ERp5 inh: blocks human ERp5 reductase activity on insulin. Q15084. hit rate 0.05% among 350,000. ERp5 insulin aggregation, absorbance 650 nm, 90 min. inhibition, % at 9.99 µM;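 active = mean replicate inhibition above about 25%, with every replicate also reaching it, limit read from the data, passing the limit was not always enough; inconclusive = only one of those two criteria met; inactive = neither criterion met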
Target sequence (Q15084 whole entry, looked up): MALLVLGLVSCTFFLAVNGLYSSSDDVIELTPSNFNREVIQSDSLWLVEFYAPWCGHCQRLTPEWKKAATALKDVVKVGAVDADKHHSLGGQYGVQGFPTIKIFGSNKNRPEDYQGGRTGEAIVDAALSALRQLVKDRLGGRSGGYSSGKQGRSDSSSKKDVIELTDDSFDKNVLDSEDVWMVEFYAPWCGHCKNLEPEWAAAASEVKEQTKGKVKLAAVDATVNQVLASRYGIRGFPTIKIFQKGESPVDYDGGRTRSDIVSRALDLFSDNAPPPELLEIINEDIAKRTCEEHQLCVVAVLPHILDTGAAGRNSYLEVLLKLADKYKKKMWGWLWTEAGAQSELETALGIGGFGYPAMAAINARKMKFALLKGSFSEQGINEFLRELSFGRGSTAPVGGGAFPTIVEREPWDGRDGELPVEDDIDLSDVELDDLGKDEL
Active calls of the source: *; u = inconclusive; x = no result given; [ ] = remark or other dose. Compounds as they come. Share with any hit: about 4%.

cpd	mol	Statin myotox sup	miR-122 sensor	SIRT5 inh	Cneo AK release	esBAF inh	ARNT-TACC3 inh	ERp5 inh
1	CN(CCCCN1CCOCC1)Cc1nc(-c2ccc3c(c2)OCO3)no1	6	-5	1	0	2	6	2
2	CC(C)CC(=O)NC(=S)Nc1ccc(NC(=O)c2cccs2)cc1	1	5	x	3	9	-11	x
3	Cc1cccc(NC(=O)N2CCCc3ccccc32)c1C	5	2	-1	1	18	-5	-5
4	CCOC(=O)c1c(C)[nH]c(C(=O)N2CCc3cc(OC)c(OC)cc3C2)c1C	-5	-6	0	-1	2	-1	-5
5	C[C@H](O)C#Cc1cnc2c(c1)C(=O)N([C@H](C)CO)C[C@@H](C)[C@H](CN(C)Cc1ccccn1)O2	3	7[16.7 µM]	0	50	-8	-1	7
6	CC(C)(C)NS(=O)(=O)c1ccc(-c2csnn2)s1	x	5	x	-1	x	5	x
7	O=C(NCC(=O)N1CCOCC1)c1ccc(Br)o1	x	x	-1	-2	x	26	9
8	O=C(C[C@H]1CC[C@H]2[C@@H](COC[C@H](O)CN2Cc2cccc(F)c2)O1)NCc1ccncc1	17	2[16.7 µM]	-2	-2	0	-1	3

Carrying on.
cpd	mol	Statin myotox sup	miR-122 sensor	SIRT5 inh	Cneo AK release	esBAF inh	ARNT-TACC3 inh	ERp5 inh
9	Nc1nnc(CCN2C(=O)CSC2=O)s1	10	-4	x	1	1	-2	x
10	CCCn1ncc(C(=O)N(C)C2CCCN(Cc3ccccc3F)C2)c1C (stereo unspecified)	-4	-1	-5	0	-6	-2	8
11	COc1ccc(C#Cc2ccc3c(c2)O[C@H](CN(C)C(=O)Nc2cccc(OC)c2)[C@H](C)CN([C@@H](C)CO)S3(=O)=O)cc1	73*	-9[16.7 µM]	1	86*	13	-7	-1
12	OCc1nc2ccccc2n1CC(O)COc1ccccc1 (stereo unspecified)	1	-8	x	3	0	4	x
13	Nc1nc(SCc2ccccc2)cc(SCc2ccccc2)n1	3	x	-2	-1	65*	14	2
14	Cc1ccc2cc(CCNC(=O)C(C)(C)C)c(=O)[nH]c2c1	-1	-5	1	0	1	x	0
15	CN1CCCCC1=NCCCn1cnc2c1c(=O)n(C)c(=O)n2C	-35	-4	x	-2	-1	-3	x
16	COc1ccc(OCC(=O)Nc2ccc(OC)c(S(=O)(=O)N3CCCCC3)c2)cc1	-1	x	0	x	22	6	1

Going on with the list.
cpd	mol	Statin myotox sup	miR-122 sensor	SIRT5 inh	Cneo AK release	esBAF inh	ARNT-TACC3 inh	ERp5 inh
17	CC1(CC(=O)N/N=C/c2cc([N+](=O)[O-])c(O)cc2O)OCCO1	x	-5	12	x	x	x	-6
18	CCCS(=O)(=O)NC(=O)C1(C)CCN(C(=O)c2c(-c3ccccc3)noc2C)C1 (stereo unspecified)	4	4	3	1	5	x	2
19	Cc1ccc(C(=O)NCc2ccco2)cc1S(=O)(=O)N1CCCC1	9	-2	0	1	-8	1	2
20	CCC1(CC)SC(N)=NC1=O	9	5	-2	0	-5	24	3
21	Cc1sc(NC(=O)CCCC(=O)O)c(C#N)c1C	-2	5	x	-1	-3	x	x
22	Cc1noc(C)c1S(=O)(=O)N1CCCC(C(=O)c2cccc(OC(C)C)c2)C1 (stereo unspecified)	x	x	11	x	x	-1	7
23	O=C(C[C@@H]1CC[C@H](NC(=O)c2ccc3c(c2)OCO3)[C@H](CO)O1)NCc1ccc(Cl)cc1	10	x	0	0	-2	-5	0
24	CCN1CCN(CCCNC(=O)CCc2nc(-c3ccc(OC)cc3)no2)CC1	-2	-2	0	0	2	3	-10

Continued.
cpd	mol	Statin myotox sup	miR-122 sensor	SIRT5 inh	Cneo AK release	esBAF inh	ARNT-TACC3 inh	ERp5 inh
25	C[C@@H]1CN([C@H](C)CO)C(=O)c2cc(NC(=O)Nc3ccc(C(F)(F)F)cc3)ccc2O[C@H]1CN(C)Cc1ccc(C(=O)O)cc1	25	-1[16.7 µM]	1	-2	-5	-5	3
26	CCCCn1nc2cc(C(=O)NCCCCc3ccccc3)ccc2c1OCC	-4	x	x	0	1	0	6
27	COc1cccc(NC(=O)N(C)C[C@@H]2Oc3cc(-c4cccc(C(=O)N(C)C)c4)ccc3S(=O)(=O)N([C@H](C)CO)C[C@H]2C)c1	-60	0[16.7 µM]	0	1	0	-5	-3
28	COc1cccc(-c2coc3c(C)c4oc(=O)c(CC(=O)O)c(C)c4cc23)c1	-25	1	2	0	-21	14	-1
29	COc1nc(Nc2cccc(C)c2)nc(N2CCCCC2)n1	-12	6	x	2	-4	-21	x
30	Cc1ccc(C)n1NC(=O)c1ccco1	11	3	x	0	-4	25	x
31	COc1cc(C)ccc1S(=O)(=O)NC(=O)C1(C)CCN1C(=O)Cc1ccc(C(C)(C)C)cc1 (stereo unspecified)	4	0	-1	-5	-3	x	2
32	C[C@@H]1CCCCO[C@@H](CN(C)C(=O)Cc2ccccc2)[C@H](C)CN([C@H](C)CO)C(=O)c2cc(NS(=O)(=O)c3cn(C)cn3)ccc2O1	42	-3[16.7 µM]	-3	-2	13	11	-7

Exported with each value named: entries from further up.
[13] Nc1nc(SCc2ccccc2)cc(SCc2ccccc2)n1
- Statin myotox sup = 3
- miR-122 sensor = x
- SIRT5 inh = -2
- Cneo AK release = -1
- esBAF inh = 65*
- ARNT-TACC3 inh = 14
- ERp5 inh = 2

[17] CC1(CC(=O)N/N=C/c2cc([N+](=O)[O-])c(O)cc2O)OCCO1
- Statin myotox sup = x
- miR-122 sensor = -5
- SIRT5 inh = 12
- Cneo AK release = x
- esBAF inh = x
- ARNT-TACC3 inh = x
- ERp5 inh = -6

[25] C[C@@H]1CN([C@H](C)CO)C(=O)c2cc(NC(=O)Nc3ccc(C(F)(F)F)cc3)ccc2O[C@H]1CN(C)Cc1ccc(C(=O)O)cc1
- Statin myotox sup = 25
- miR-122 sensor = -1[16.7 µM]
- SIRT5 inh = 1
- Cneo AK release = -2
- esBAF inh = -5
- ARNT-TACC3 inh = -5
- ERp5 inh = 3

[31] COc1cc(C)ccc1S(=O)(=O)NC(=O)C1(C)CCN1C(=O)Cc1ccc(C(C)(C)C)cc1 (stereo unspecified)
- Statin myotox sup = 4
- miR-122 sensor = 0
- SIRT5 inh = -1
- Cneo AK release = -5
- esBAF inh = -3
- ARNT-TACC3 inh = x
- ERp5 inh = 2

Continued:
cpd	mol	Statin myotox sup	miR-122 sensor	SIRT5 inh	Cneo AK release	esBAF inh	ARNT-TACC3 inh	ERp5 inh
33	CCCNC(=O)N1C[C@H]2[C@@H](c3ccccc31)[C@@H](CO)N2C(=O)Nc1ccccc1F	25	8[16.7 µM]	0	-5	12	22	2
34	O=C(Nc1ccc(F)cc1F)c1csc(-c2ccccc2)n1	x	x	-1	x	x	1	0
35	CCOC(=O)C1CN(S(=O)(=O)c2ccccc2)c2cc(S(=O)(=O)CC)ccc2O1 (stereo unspecified)	-1	-5	x	-1	-8	0	x
36	NC(=O)c1ccccc1OCc1nnc(-c2ccccc2Br)o1	-9	-5	-4	2	u	3	-4
37	O=C(CSCC(=O)Nc1cccc2ccccc12)Nc1cccc2ccccc12	14	-2	-2	-1	-7	-9	6
38	COCCC(=O)N1CCC(Oc2ccc(C(=O)NC(C)CCn3cccn3)cc2)CC1 (stereo unspecified)	-2	0	-2	1	1	-5	-2
39	O=C(COc1ccc(Cl)cc1Br)Nc1nnc(C2CC2)s1	3	-9	-2	-1	21	-2	-10
40	O=C(Nc1cccc(C(F)(F)F)c1)c1cc2c(=O)c3ccccc3oc2nc1C(F)(F)F	-9	7	x	1	-9	-7	x

The results go on.
cpd	mol	Statin myotox sup	miR-122 sensor	SIRT5 inh	Cneo AK release	esBAF inh	ARNT-TACC3 inh	ERp5 inh
41	O=C(O)c1ccccc1C(=O)c1ccc(Oc2ccccc2)cc1	x	x	-1	x	x	-2	0
42	Cc1ccc(NC(=O)c2cccs2)cc1NC(=O)c1cccc(F)c1	-38	0	-7	-1	2	-3	-4
43	CC(C)C#Cc1cnc2c(c1)C(=O)N([C@@H](C)CO)C[C@H](C)[C@@H](CN(C)C(=O)Nc1ccccc1F)O2	-1	3[16.7 µM]	-2	5	-6	-10	-16
44	C[C@@H]1CN([C@@H](C)CO)S(=O)(=O)c2ccc(-c3cccc(C(=O)N(C)C)c3)cc2O[C@@H]1CN(C)C	8	9[16.7 µM]	-5	3	4	-3	-8
45	CCCOc1ccc(CNC(=S)N/N=C/c2ccc([N+](=O)[O-])cc2)cc1	-40	6	x	-2	13	3	x
46	O=C(CCCN1C(=O)CSc2ncccc21)N1CCN(Cc2ccccc2)CC1	2	-4	x	4	-1	-3	4
47	C=CCc1cc(/C=N/NC(=O)CSc2nnc(CCCc3ccc(OC)cc3)o2)cc(OC)c1O	-10	0	x	-2	4	8	x
48	Cc1cccc(C)c1NC(=S)N(Cc1ccccc1)Cc1cccnc1	x	x	-1	x	x	-6	6

(more compounds)
cpd	mol	Statin myotox sup	miR-122 sensor	SIRT5 inh	Cneo AK release	esBAF inh	ARNT-TACC3 inh	ERp5 inh
49	O=C1CCCC2=C1C(c1ccccc1)n1c(s/c(=C/c3cccc(F)c3)c1=O)=N2 (stereo unspecified)	x	-8	4	1	4	x	-9
50	COc1ccccc1-c1c(C)nn2c(N3CCN(Cc4ccccc4)CC3)cc(C)nc12	-16	-6	3	1	-12	0	1
51	C[C@H](CO)N1C[C@H](C)[C@@H](CN(C)Cc2ccncc2)Oc2cc(C3=CCCCC3)ccc2S1(=O)=O	-104	13[16.7 µM]	x	3	-6	3	-6
52	COc1ccc(CNC(C)C2COc3ccccc3O2)c(OC)c1 (stereo unspecified)	24	4	x	4	-2	-22	x
53	CC(=O)N(/N=C/c1ccc([N+](=O)[O-])o1)c1nc2ccccc2c(=O)n1-c1ccccc1	25	x	-1	x	-2	14	18
54	Cc1cc(C)c2cc(C(=O)Nc3ccccc3)[nH]c2c1	-6	11	-5	-4	60*	7	-3
55	Cc1noc(C)c1S(=O)(=O)Nc1ccc2c(c1)CC(=O)N([C@@H](C)CO)C[C@H](C)[C@@H](CN(C)C)O2	-11	-5[16.7 µM]	-2	1	-3	-5	0
56	COc1ccc2nc(NC(=O)CN3CCN(C)CC3)sc2c1	-6	1	x	1	10	8	x

(list continues)
cpd	mol	Statin myotox sup	miR-122 sensor	SIRT5 inh	Cneo AK release	esBAF inh	ARNT-TACC3 inh	ERp5 inh
57	O=C(c1ccc(CSc2nc3ccncc3[nH]2)cc1)N1CCCCC1	-5	5	2	0	-7	5	-5
58	COc1ccc(S(=O)(=O)NCC2CCC(C(=O)NCc3ccco3)CC2)cc1 (stereo unspecified)	-13	2	x	-4	-7	-4	x
59	C[C@H]1CN([C@@H](C)CO)S(=O)(=O)c2ccc(/C=C/c3ccccc3)cc2O[C@H]1CN(C)Cc1ccc(C(=O)O)cc1	8	-3[16.7 µM]	19*	-2	2	9	3
60	COc1ccc(OC)c(NC(=O)COC(=O)C2CCCCC2)c1	5	-4	x	-7	-1	-5	-1
61	C[C@@H](NC(=O)C[C@H]1C[C@@H]2c3cc(NS(C)(=O)=O)ccc3O[C@@H]2[C@@H](CO)O1)c1ccccc1	3	5[16.7 µM]	6	5	1	-8	-3
62	CCC(C(=O)Nc1ccccc1F)n1nc(C)c2c(C)n(-c3ccccc3)nc2c1=O (stereo unspecified)	-6	-8	2	2	-4	-1	x
63	COc1ccc2c(c1OC)C(=O)N1C2SC[C@H]1C(=O)NC1CCCCC1 (stereo partly specified)	-1	-1	-2	3	11	x	-3
64	CC(=O)S[C@@H]1CC2=CC(=O)CC[C@]2(C)[C@H]2CC[C@@]3(C)[C@@H](CC[C@@]34CCC(=O)O4)[C@H]12	0	-5	0	-1	2	21	1
65	O=C(Nc1ccc(Br)cc1)c1cc(-c2cccs2)on1	6	x	0	1	9	x	-4
66	OCC1(Cc2ccccc2)CCN(Cc2cnc(-c3ccc(Cl)cc3)nc2)CC1	-1	-3	-1	-5	17	-8	-8
67	c1ccc2c3c(c(CN4CCCC4)cc2c1)COC3	-4	x	-2	-1	-5	2	-37
